Screening data: PubChem, several laboratories
NADH enzymes = inhibition of NAD/NADH coupling enzymes, library profiling | coupled PK/LDH NADH assays, four targets | IC50, µM (top dose mostly 10 µM), inactives show top-dose inhibition | AID 774 | 0.02% of 65,000 active;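 active = single-dose screening hits from any of four coupled enzyme assays that gave an IC50 when retested across doses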;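 also: the DPM-DC format reads NADH fluorescence rather than 340 nm absorbance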
Jurkat tox 60K = reduces viability or proliferation of Jurkat cells | Jurkat E6.1 viability, ATP luminescence, 48 h | inhibition, % at 4 µM | 1.2% of 56,000 active | AID 463;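 active = inhibition above the mean inhibition of all tested compounds plus 3 SD, cut at about 28% in these data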
D1 mod = D1 dopamine receptor (human) allosteric modulation. P21728. HEK293 D1, CRE-luciferase, dopamine EC30 potentiation; actives deviate in either direction. B-score at 10 µM. 5.9% of 58,000 active. AID 641;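 active = luminescence count or its row- and column-corrected plate score outside the 99.7% band of the plate's sample wells, on either side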
SF-1 act = activators of human nuclear receptor SF-1. Q13285. CHO-K1 Gal4-SF-1 LBD luciferase reporter; % increase over DMSO SF-1-specific signal. activation, % at 10 µM. 1.9% of 65,000 active;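 active = activation above the mean activation of all tested compounds plus 3 SD, cut at about 50% in these data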
Target sequence (Q13285 whole entry, looked up, the tested form may be a part): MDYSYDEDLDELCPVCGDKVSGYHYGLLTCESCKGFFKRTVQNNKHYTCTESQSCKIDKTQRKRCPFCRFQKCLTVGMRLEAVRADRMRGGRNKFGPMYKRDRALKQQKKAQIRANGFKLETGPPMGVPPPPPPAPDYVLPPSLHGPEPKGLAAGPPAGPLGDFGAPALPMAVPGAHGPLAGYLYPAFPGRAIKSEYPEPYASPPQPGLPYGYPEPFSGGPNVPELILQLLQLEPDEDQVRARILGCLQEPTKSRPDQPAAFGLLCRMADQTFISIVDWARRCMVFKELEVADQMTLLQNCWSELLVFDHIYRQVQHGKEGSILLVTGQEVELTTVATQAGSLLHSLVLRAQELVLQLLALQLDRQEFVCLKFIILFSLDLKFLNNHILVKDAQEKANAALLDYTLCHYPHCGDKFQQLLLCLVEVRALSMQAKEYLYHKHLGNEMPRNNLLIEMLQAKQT
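Test system: CHO-K1 cells with Gal4–hSF-1 LBD chimera plus Gal4-driven luciferase; Input: 4,000 cells/well; Compound: 10 µM only; Times: 20 h compound treatment, 37 °C; Measured by: steady-glow luciferase luminescence, read after 15 min reagent incubation; Measure: percent activation versus DMSO; Control set: DMSO and mock-transfected background; Replicates: one test per compound.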
M1 antagonist = M1 muscarinic receptor (rat) antagonism; P08482; CHO-M1 cells, Fluo-4 calcium, ACh EC80 antagonist mode; active compounds read low; B-score at 10 µM; 3.4% of 64,000 active; AID 628;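 active = calcium fluorescence response, raw or row-and-column corrected B-score, differing from the plate sample mean either way at a set confidence level, mostly lower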
Target sequence (P08482 whole entry, looked up): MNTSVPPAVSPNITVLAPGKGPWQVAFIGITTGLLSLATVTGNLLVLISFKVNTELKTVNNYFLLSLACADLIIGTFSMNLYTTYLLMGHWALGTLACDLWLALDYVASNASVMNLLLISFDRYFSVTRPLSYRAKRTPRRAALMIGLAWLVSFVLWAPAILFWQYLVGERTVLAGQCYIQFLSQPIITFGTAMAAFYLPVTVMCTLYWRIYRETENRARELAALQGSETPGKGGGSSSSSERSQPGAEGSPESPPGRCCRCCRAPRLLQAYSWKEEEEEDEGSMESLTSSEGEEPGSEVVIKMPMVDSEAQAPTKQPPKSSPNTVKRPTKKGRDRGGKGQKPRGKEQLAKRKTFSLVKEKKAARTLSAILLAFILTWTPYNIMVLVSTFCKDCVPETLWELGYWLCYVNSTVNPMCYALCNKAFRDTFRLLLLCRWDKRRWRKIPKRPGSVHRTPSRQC
TNAP act DEA = activators of human TNAP at intermediate phosphate acceptor; P05186; purified TNAP, CDP-star luminescence, 100 mM DEA, 30 min; active compounds read high; scale: 0 levamisole-inhibited, 1 vehicle-only enzyme; activation factor at 20 µM; 64,000 tested, under 10 active;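 active = activation factor of at least 2 at 20 µM, relative to controls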
Ecoli tolC = E. coli tolC mutant growth inhibition; E. coli BW25113 tolC mutant growth, OD615; growth inhibition, % at 10 µM (by protocol); 2.2% of 65,000 active;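 active = growth inhibition at or above a cutoff equal to the mean over every tested compound plus 3 SD, cut at about 60% in these data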;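 also: growth measured after 20 h incubation at 37 °C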
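test system = E. coli BW25113 ΔtolC::kan bacteria | medium = LB with kanamycin 50 µg/mL | signal = OD at 615 nm | schedule = 37 °C, 20 h exposure | evaluation = % inhibition of E. coli growth | compound dosing = one dose of 10 µM final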
M1 ag = M1 muscarinic receptor agonism | CHO-M1 cells, Fluo-4 calcium fluorescence, agonist mode; active compounds read high | B-score at 10 µM | 3% of 64,000 active;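 active = fluorescence rise, raw or as B-score row- and column-corrected plate score, outside the 99.7% band of its plate's samples, either direction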
HEK293 NFkB inh = lowers PMA/ionomycin-induced NF-kB signal in HEK293 cells. HEK-293 NF-kB luciferase reporter, luminescence. inhibition, % at 3 µM. 0.21% of 62,000 active. AID 465;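 active = inhibition above the mean of all tested compounds plus 3 SD, cut at about 40% in these data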;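 also: 0% = stimulated DMSO wells and 100% = 10 µM reference inhibitor 5653914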
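Material: HEK-293 cells with stable firefly luciferase reporter driven by four HIV NF-kB elements / Also added: PMA plus ionomycin mix as NF-kB-activating stimulus / Compound dosing: 3 µM once, 0.30% DMSO / Times: 1 h pretreatment, 16 h stimulation, 37 °C / Signal: luminescence / Evaluation: per-plate % inhibition versus controls / Benchmarks: DMSO and 10 µM reference inhibitor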
An asterisk follows results filed as active; / = not tested or not shown; [ ] = dose if it differs, or a comment.

SMILES	NADH enzymes	Jurkat tox 60K	D1 mod	SF-1 act	M1 antagonist	TNAP act DEA	Ecoli tolC	M1 ag	HEK293 NFkB inh
Cc1ccc(NC(=O)C(C)N2CCOCC2)c(C(=O)c2ccccc2)c1 (configuration not stated)	7%	-3	0.062	11	0.21	0.9	0	-0.57	13
O=C(CN1C(=O)CSC1=O)Nc1ccc(F)c(F)c1F	9%	0	2.4	-4	0.47	0.9	-8	-0.18	9
COc1ccccc1N1CCN(C(=O)N2CCOCC2)CC1	4%	1	-0.074	14	0.028	0.9	5	0.34	9
Cc1ccccc1NC(=O)CSc1nc(N)c(C#N)cc1C#N	10%	9	1.1	-8	0.33	1	15	0.071	11
Cn1c(=O)[nH]c(=O)c2c1nc(N1CCOCC1)n2CC(O)COc1ccccc1 (configuration not stated)	1%	-9	0.41	8	-0.0068	0.9	-13	-0.59	16
Cc1sc(NC(=O)COc2cccc(-n3cnnn3)c2)c(C#N)c1C	3%	-2	-0.11	17	-0.19	1	12	0.069	11
COc1cc(OC)c(C2CC(=O)N3CN(c4ccccc4)CSC3=C2C#N)cc1OC (configuration not stated)	23%	0	-0.36	4	1	0.9	-21	0.37	10
C=CCNC(=O)CN1CCC(O)(c2ccc(F)cc2)CC1	2%	6	-0.016	-8	-0.0053	0.9	4	0.4	-7
CSc1nc2sc3c(c2c2nncn12)CCC3	3%	/	/	-1	-0.11	0.9	8	0.7	/
CN(C)c1ccc(C=Nc2cnn(C)c2C(N)=O)cc1	7%	/	/	4	-0.86	0.9	-1	2	/
O=C(CNC(=O)c1ccc(Cl)cc1Cl)NCC(=O)Nc1ccccc1N1CCOCC1	2%	3	1.1	0	-0.56	1	2	0.093	11
O=C(Nc1ccccc1)NC1(C(=O)N2CCN(C(=O)c3ccco3)CC2)CCCCC1	3%	3	1.2	-16	1.8	1	-18	-0.13	14

Reformatted in markdown: entries from further up
| smiles | NADH enzymes | Jurkat tox 60K | D1 mod | SF-1 act | M1 antagonist | TNAP act DEA | Ecoli tolC | M1 ag | HEK293 NFkB inh |
| --- | --- | --- | --- | --- | --- | --- | --- | --- | --- |
| Cc1ccccc1NC(=O)CSc1nc(N)c(C#N)cc1C#N | 10% | 9 | 1.1 | -8 | 0.33 | 1 | 15 | 0.071 | 11 |
| CN(C)c1ccc(C=Nc2cnn(C)c2C(N)=O)cc1 | 7% | / | / | 4 | -0.86 | 0.9 | -1 | 2 | / |
| O=C(Nc1ccccc1)NC1(C(=O)N2CCN(C(=O)c3ccco3)CC2)CCCCC1 | 3% | 3 | 1.2 | -16 | 1.8 | 1 | -18 | -0.13 | 14 |

Remaining list, next part.
SMILES	NADH enzymes	Jurkat tox 60K	D1 mod	SF-1 act	M1 antagonist	TNAP act DEA	Ecoli tolC	M1 ag	HEK293 NFkB inh
CCOC(=O)C1CCCN(c2nc3ccccc3nc2C(C#N)C(=O)OCCOC)C1 (configuration not stated)	3%	/	2	-5	-0.83	0.9	8	6.8*	/
CCN(CC)CCCN1C(=O)C(=O)/C(=C(/O)c2ccc3c(c2)OCO3)C1c1ccccn1 (configuration not stated)	4%	9	0.5	-14	-0.26	0.9	5	-0.032	12
CC(C)CCSc1nc(N2CCOCC2)c2c(c1C#N)CC(C)(C)OC2	1%	-4	0.94	1	1.2	0.9	36	-0.92	15
CCOC(=O)c1ccc(NC(=O)C2CCN(S(=O)(=O)c3ccccc3)CC2)cc1	4%	-7	-1.3	-12	-0.078	0.9	27	-0.28	1
CCOC(=O)c1c(NC(=O)CSc2nc3cccnc3n2C)sc(C(C)=O)c1C	9%	14	/	10	-0.21	0.9	18	0.53	15
Cc1cc(C)nc(NC(=O)c2ccc(OC(C)C)cc2)n1	2%	/	-0.14	6	0.025	0.9	7	0.1	/
Cc1ccc(S(=O)(=O)C2(C(=O)Nc3nccs3)CC2)cc1	3%	-2	-1.2	9	-0.16	0.9	-3	1.3	4
CCOC(=O)C1=C(C)NC(C)=C(C(=O)OCC)C1C1=COCCO1	5%	-6	-0.82	-8	0.054	0.9	5	-0.17	-8
Cc1cccc(-c2noc(C3CCCCC3)n2)c1	10%	-5	0.22	21	-0.14	0.9	-6	-0.48	-20
CC1CN(C(=O)c2cn3ccccc3n2)CC(C)O1 (configuration not stated)	8%	-2	-0.73	2	0.023	0.9	-14	-0.94	6
COc1ccc(C2C(=O)N(C3CCCCC3)CC(=O)N2Cc2ccc3c(c2)OCO3)cc1 (configuration not stated)	2%	/	-1.3	-12	-1.7	0.9	14	-0.18	19
Cc1cc(=O)oc(C)c1C(=O)NCC(C)NC(=O)c1c(C)cc(=O)oc1C (configuration not stated)	3%	/	/	-15	0.23	0.9	-2	-0.91	/
CC(C)OC(=O)Cn1c(=O)oc2ccccc21	5%	/	/	7	-0.44	1	-12	0.45	4
O=C(CCCSc1nc2sc3c(c2c(=O)[nH]1)CCC3)NCCO	3%	9	0.28	5	0.34	1	-16	-0.02	5
CN(C)c1ccc(S(=O)(=O)c2ccc(Cl)cc2)cc1	9%[fluoresces]	-2	-0.3	-12	-0.28	0.9	22	-0.075	6
COC(=O)CN(c1ccccc1C)S(C)(=O)=O	2%	/	-0.26	/	0.19	0.9	-12	0.42	/
Cc1cc(C)nc(NS(=O)(=O)c2ccc(NC(=O)CCC3COc4ccccc4O3)cc2)n1 (configuration not stated)	2%	-6	0.55	-6	1.2	0.9	6	0.039	10
COc1ccc(-n2c(O)c(C=NC3CC3)c(=O)[nH]c2=O)cc1	2%	-10	0.051	-4	0.076	0.9	-22	0.017	7
COc1cc(C2C(C(N)=O)=C(C)Nc3nc(CCCO)nn32)cc(OC)c1OC (configuration not stated)	9%	8	/	1	0.32	0.9	-17	0.032	14
O=P(O)(O)COc1ccccc1P(=O)(c1ccccc1)c1ccccc1	7%	0	/	0	0.46	0.9	-24	0.082	3
CCCN1C(=O)C2C(C(=O)Nc3cccc(OC)c3)C3C=CC2(O3)C1C(=O)NC1CCCCC1 (configuration not stated)	8%	-6	-0.99	-3	0.67	0.8	2	-0.76	22
Cc1ccc2c(c1)NC(=O)C(CC(=O)NCc1cccnc1)O2 (configuration not stated)	4%	-2	0.6	-2	-0.46	0.9	-19	-0.23	4
Cc1nnc(SCC(=O)Nc2ncc3c(n2)CCCC3=O)s1	4%	-12	-0.52	3	0.62	0.9	-8	0.4	2
CCOC(=O)c1c(CN(C)C)oc2cc(CN(C)C)c(O)c(CSc3ccccc3)c12	7%	-4	-0.039	3	-0.33	0.9	12	-0.0059	15

Already shown: 3 of the compounds above.
SMILES	NADH enzymes	Jurkat tox 60K	D1 mod	SF-1 act	M1 antagonist	TNAP act DEA	Ecoli tolC	M1 ag	HEK293 NFkB inh
Cc1cc(C)nc(NS(=O)(=O)c2ccc(NC(=O)CCC3COc4ccccc4O3)cc2)n1 (configuration not stated)	2%	-6	0.55	-6	1.2	0.9	6	0.039	10
COc1ccc(-n2c(O)c(C=NC3CC3)c(=O)[nH]c2=O)cc1	2%	-10	0.051	-4	0.076	0.9	-22	0.017	7
COc1cc(C2C(C(N)=O)=C(C)Nc3nc(CCCO)nn32)cc(OC)c1OC (configuration not stated)	9%	8	/	1	0.32	0.9	-17	0.032	14

Next part
SMILES	NADH enzymes	Jurkat tox 60K	D1 mod	SF-1 act	M1 antagonist	TNAP act DEA	Ecoli tolC	M1 ag	HEK293 NFkB inh
Cc1cccc(NC(=O)CC2SC(=NC3CCCCC3)NC2=O)c1 (configuration not stated)	1%	/	-0.099	6	0.46	0.9	0	-0.74	11
COC(=O)CSc1nc(C)cc(Oc2ccccc2)n1	2%	9	12*	7	0.0019	0.9	2	-0.51	18
Nc1ccc(C2CCCc3nonc32)c2nonc12 (configuration not stated)	5%	3	-2.8*	-6	/	0.9	-3	/	2
Cc1cc(C(F)(F)F)nc(SCc2ccc(C(=O)O)o2)n1	4%	0	-0.56	2	-0.94	1	-6	0.044	13
CSc1nsc(SCC(=O)Nc2ccc3c(c2)OCCO3)n1	4%	-3	0.77	34	-0.37	0.9	18	0.35	-22
Cc1nnc(SCc2nnc(-c3ccccc3)o2)n(N)c1=O	5%	-1	-0.0059	2	-0.26	1	-5	-1.5	11
CC(C)OC(=O)c1nn2c(C(F)(F)F)cc(-c3ccc(Br)o3)nc2c1Br	5%	/	/	-16	-0.0099	0.8	6	9.7*	/
CCN(CC)S(=O)(=O)c1cc(Br)c(C)cc1OC	5%	0	-1.8	-27	-0.057	0.9	20	2	13
Cc1cc(C)nc(SCC(=O)c2cc3ccccc3oc2=O)n1	2%	12	-0.064	-1	-0.027	0.9	10	1	20
CC(C)C(=O)Nc1cccc(-c2nc3ccccc3o2)c1	6%	-1	-0.63	52*	-0.12	1	-1	1.8	-2
COc1cc(C)nc(NC(=O)COc2ccc(Cl)cc2C)n1	0%	-1	0.42	-8	0.25	1	16	0.077	18
O=C(O)c1cccc(Cn2cc(Cl)cn2)c1	3%	-2	-0.11	3	1	0.9	-19	-0.69	12
COCc1c(C(=O)OCc2nc(N)nc(Nc3ccccc3C)n2)oc2ccccc12	5%	2	2.8	-14	-0.29	0.9	21	0.26	12
CCCCCSc1nc2c(c(=O)[nH]c(=O)n2C)n1C(C)C	0%	-2	/	-4	-0.0073	1	12	0.43	2
CCCCN(Cc1cc2cc(OC)ccc2[nH]c1=O)C(=O)COc1ccccc1	4%	-4	0.28	-22	0.58	0.9	-16	-0.32	16
CCOC(=O)CSc1nnc([C@H](Cc2ccccc2)NC(=O)OC(C)(C)C)o1	5%	-3	0.42	-6	0.26	1	11	0.62	7
COCc1nnc(NS(=O)(=O)c2ccccc2)s1	1%	2	0.034	2	0.034	1	-8	0.012	19
Cc1cccc(NC(=O)CCN2CC(C)OC(C)C2)c1 (configuration not stated)	8%	-4	0.57	-6	-0.045	1	-10	-0.73	11

Some values from the results shown:
COCc1nnc(NS(=O)(=O)c2ccccc2)s1 | NADH enzymes = 1%
Cc1cccc(NC(=O)CCN2CC(C)OC(C)C2)c1 (configuration not stated) | Ecoli tolC = -10
COCc1c(C(=O)OCc2nc(N)nc(Nc3ccccc3C)n2)oc2ccccc12 | HEK293 NFkB inh = 12
CCOC(=O)CSc1nnc([C@H](Cc2ccccc2)NC(=O)OC(C)(C)C)o1 | Ecoli tolC = 11
CCCCN(Cc1cc2cc(OC)ccc2[nH]c1=O)C(=O)COc1ccccc1 | Ecoli tolC = -16

Three entries already listed, arranged by heavy-atom count, rising:
SMILES	NADH enzymes	Jurkat tox 60K	D1 mod	SF-1 act	M1 antagonist	TNAP act DEA	Ecoli tolC	M1 ag	HEK293 NFkB inh
COCc1nnc(NS(=O)(=O)c2ccccc2)s1	1%	2	0.034	2	0.034	1	-8	0.012	19
Cc1cccc(NC(=O)CCN2CC(C)OC(C)C2)c1 (configuration not stated)	8%	-4	0.57	-6	-0.045	1	-10	-0.73	11
CCCCN(Cc1cc2cc(OC)ccc2[nH]c1=O)C(=O)COc1ccccc1	4%	-4	0.28	-22	0.58	0.9	-16	-0.32	16
